KB-V1 cytotox – kills drug-selected multidrug resistant KB-V1 cells; 400,000 compounds, 3.4% hits; Potency, µM (series often up to 46.1 µM), for inactives: top-dose activity change, negative = cytotoxicity, hits mostly cytotoxic; KB-V1 MDR cells viability, CellTiter-Glo, 72 h; note: potency is the fitted concentration of half-maximal effect; % is set by controls: 0 for no effect and ±100 for the full control effect; nearly all actives have a fitted effect of over 60% in size
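Drug-selected KB-V1 cells, grown in DMEM lacking phenol red with 10% FBS, receive compound titrations; after three days at 37 degrees C, surviving cell ATP is quantified by CellTiter-Glo luminescence and responses normalized and curve-fitted.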
KB-3-1 tox – KB-3-1 parental cell cytotoxicity. KB-3-1 viability, CellTiter-Glo ATP luminescence, 72 h. Potency, µM (top dose mostly 46.1 µM), for the others: at the top dose activity change, negative = cytotoxic, hits mostly cytotoxic. 400,000 compounds, 1.4% hits; note: potency is the fitted concentration of half-maximal effect; % is set by controls: 0 for no effect and ±100 for the full control effect; nearly all actives have a fitted effect of over 60% in size
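Using CellTiter-Glo luminescence, growth of non-resistant KB-3-1 adenocarcinoma cells is assessed 72 h after pin-tool compound addition at 37 °C. Normalized responses across the concentration series yield fitted curves.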
SW480 rereplic – induces DNA re-replication in SW480 colon adenocarcinoma cells; SW480 DNA re-replication, Hoechst DNA content imaging, 48 h; Potency, µM (top dose mostly 46.1 µM), without a hit: top-dose re-replication activation, most hits filed as activators; 340,000 compounds, 1.8% hits; note: potency is the fitted concentration of half-maximal effect; % of control where 0% means no effect; nearly all actives have a fitted effect of over 55% in size
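First, 250 cells per well were seeded. Next, compound or vehicle (23 nL) was pinned in, plates sat 48 hr at 37 C. Finally Hoechst was added for 40 min before fluorescence scanning.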
ATXN2 expr inh – reduces ATXN2 reporter expression in HEK-293 cells; HEK-293 ATXN2-luciferase reporter, luminescence, 24 h; Potency, µM (doses to about 57 µM), for inactives: at the top dose activity change, negative = inhibition, actives largely listed as inhibitors; 360,000 compounds, 0.72% hits; note: potency is the fitted concentration of half-maximal effect; % is set by controls: 0 for no effect and ±100 for the full control effect; nearly all actives have a fitted effect of over 55% in size
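ATXN2-luciferase reporter cells (luciferase flanked by upstream and downstream ATXN2 gene portions) were treated 24 h at 37 °C with compounds at up to 57 uM. SteadyGlo luminescence gave expression; GF-AFC fluorescence gave viability.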
MCF10A rereplic – inducers of DNA re-replication in MCF 10A breast cells. AID 624296. 350,000 compounds, 2.9% hits. MCF 10A DNA re-replication, Hoechst nuclear intensity, 48 h. Potency, µM (top dose mostly 46.1 µM), for inactives: at the top dose activity, positive = re-replication, actives largely listed as activators; note: potency is the fitted concentration of half-maximal effect; % of control where 0% means no effect; nearly all actives have a fitted effect of over 50% in size
ATXN viability – viability counter-screen for ATXN expression inhibitors; S2 cells (HEK-293 line with an ATXN2-luciferase reporter) viability, CellTiter-Fluor protease fluorescence, 24 h; Potency, µM (highest dose often 56.7 µM), hits mostly cytotoxic; 400,000 compounds, 0.49% hits; note: potency is the fitted concentration of half-maximal effect; nearly all actives have a fitted effect of over 40% in size
HT1080 IDH1KD tx – kills HT-1080 cells with IDH1 knockdown; HT-1080 IDH1 knockdown viability, ATP luminescence, 48 h; Potency, µM (doses to about 46.1 µM), for inactives: at the top dose activity, negative = toxicity, usual class: cytotoxic; 360,000 compounds, 2% hits; AID 686971;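 note: potency is the fitted concentration of half-maximal effect; 0% = DMSO wells and -100% = cell-free medium wells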
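Viability of IDH1-knockdown HT-1080 fibrosarcoma cells was assessed by CellTiter-Glo after 48 h at 37 °C with titrated compound; concentration-effect curves were classified by fit quality and response size.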
IL1B secr inh – inflammasome signaling inhibition, IL-1 beta readout; THP-1 LPS/ATP IL-1B secretion, AlphaLISA, 16 h; hits give low values; 360,000 compounds, 4.7% hits; activity change, % at 57.5 µM; AID 743279; in the data active = activity change below about -50%; inconclusive = mostly about -30% to -49%; note: % is set by controls: 0 for no effect and ±100 for the full control effect
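THP-1 cells pretreated 1 hr with compounds (up to 57.5 uM final), then stimulated with LPS (250 ng/mL final) plus ATP (1.25 mM final); secreted IL-1B measured by AlphaLISA after 16 hr, decreased signal indicating inhibition.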
HT1080NT lethal – kills 2HG-producing HT-1080-NT fibrosarcoma cells; HT-1080-NT fibrosarcoma viability, CellTiter-Glo ATP luminescence, 48 h; Potency, µM (titrated, usually from 46.1 µM), for inactives: top-dose activity, negative = less viability, actives largely listed as cytotoxic; 360,000 compounds, 1.6% hits; AID 686970;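 note: NT is the 2HG producing partner of a matched IDH1 knockdown line; potency is the fitted concentration of half-maximal effect; 0% = DMSO-treated cells and -100% = media-only wells without cells; nearly all actives have a fitted effect of over 55% in size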
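HT-1080-NT fibrosarcoma cells (2HG-overproducing), 750 cells/well in RPMI with 5% FBS, dosed after 2 h and incubated 48 h at 37C. CellTiter-Glo luminescence normalized to DMSO and no-cell wells; concentration-response curves fitted and classed.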
* hit, by the source's call; i = inactive; ? = inconclusive; nt = not tested or not shown; & = joins results of further samples; [ ] = remark or other dose. Unless noted, calls come from the whole dose curve; as a rule, active = well fitted curve in the direction sought with a large enough effect; inconclusive = small, poorly fitted or top-dose-only effect, or another doubt; inactive = no such curve, though single readings can be large; an effect the other way counts as inactive or inconclusive. Outcome played no part in choosing rows; 11% or so of the library scored in one or more.

The line under a structure holds: KB-V1 cytotox	KB-3-1 tox	SW480 rereplic	ATXN2 expr inh	MCF10A rereplic	ATXN viability	HT1080 IDH1KD tx	IL1B secr inh	HT1080NT lethal
- O=C(NCc1ccc(Cl)cc1)C(=O)NCC1OCCN1S(=O)(=O)c1cc(F)ccc1F (stereo unspecified)
  nt	nt	?	-8%	10%	i	8%	-19	-2%
- CC1(C(=O)Nc2ccccc2F)CCN1C(=O)Cc1cc(F)ccc1F (stereo unspecified)
  -1%	0%	nt	-7%	nt	i	15%	-18	15%
- CCOC(=O)c1nn(-c2ccc3c(c2)OCO3)cc1O
  -1%	4%	2%	16%	-2%	i	1%	-8	1%
- COc1ccc2c(c1)C(c1ccc(N3CCOCC3)cc1)=NNC(c1cccnc1)=N2
  ?	-1%	15%	6%	14%	i	5%	i	-1%
- COc1ccc(-c2nn(C)c(=O)c3ccccc23)cc1CNC(=O)C1CCCCC1
  -7%	3%	-6%	-26%	?	?	-12%	-18	-25%
- CCOCCn1c(-c2ccc(OC)cc2)nc2ccccc21
  9%	3%	-7%	16%	6%	i	-6%	-19	-7%
- O=C(Oc1ccccc1F)C1CCN(C(=O)c2ccc(F)cc2)CC1
  0%	-2%	-3%	-9%	10%	i	-2%	2	-5%
- CC(C)(C)C(=O)Nc1ccnn1C1CCN(C(=O)c2cccc(Cl)c2)CC1
  nt	nt	0%	-11%	-3%	i	-1%	-8	-7%
- COc1ccc(-n2nc(C(=O)Nc3cc(C)c(Cl)cc3OC)c3c4ccccc4n(C)c3c2=O)cc1
  -1%	7%	nt	3%	nt	i	nt	nt	nt
- COc1cc(/C(C)=N/NC(=S)NC(C)C)cc(OC)c1OC
  ?	-2%	nt	4%	?	i	-10%	?	-4%
- Cc1ccc(Cc2c(-c3ccc(F)cc3)nc3c(Cl)cc(C(F)(F)F)cn23)cc1
  -3%	?	nt	7%	nt	i	-7%	12	-11%
- COc1ccc(C(=O)NCCS(=O)(=O)NCc2cccs2)cc1
  18%	14%	-57%[inhibitor]	-8%	-1%	i	10%	-6	5%
- COc1ccc(OC)c(CNC(=O)Cc2ccc(NC(=O)N3CCCCc4ccccc43)cc2)c1
  -6%	-4%	nt	-19%	nt	?	nt	nt	nt
- CN(CCNC(=O)c1ccc(N2CCCC2=O)cc1)CCc1ccccc1
  -1%	-5%	-4%	3%	18%	i	10%	16	17%
- COc1ccc(OC)c(NC(=O)CC2SC(=N)N(c3ccccc3)C2=O)c1 (stereo unspecified)
  ?	2%	0%	-16%	-6%	i	2%	-7	0%
- Cc1ccc(NC(=O)CCNS(=O)(=O)c2cccc3nsnc23)cc1
  ?	8%&0%	-168%[inhibitor]	4%&-10%	-30%[inhibitor]	i	-2%	0	9%
- Cc1nn(C)c2c1NC(=O)CS2
  22%	-21%	nt	nt	nt	i	-10%	2	-7%
- COc1ccc(C(=O)C2CCCCC2=O)cc1 (stereo unspecified)
  16%	-1%	-1%	1%	-2%	i	6%	-2	9%
- Cc1nn(Cc2ccc(Cl)cc2)c(C)c1NC(=O)C(c1ccccc1)c1ccccc1
  12µM*	-2%	3%	11%	?	i	1%	?	7%
- O=C(CN1C(=O)CSc2ccc(S(=O)(=O)N3CCCCCC3)cc21)NCCc1ccccc1
  -14%	7%	14%	-4%	?	?	-16%	-6	-13%
- COc1cccc(OCc2cc(C(=O)N3CCN(c4ccccc4O)CC3)no2)c1
  -3%	1%	-3%	49%[activator]	?	i	-5%	0	-8%
- COc1ccc(NC(=O)c2ccc3c(SCC(=O)O)c4c(nc3c2)CCCC4)c(OC)c1
  ?	?	?	-27%&14%	?	i	-1%	-4	6%
- CCOC(=O)C(C(=O)OCC)C(=O)c1cc(OC)c(OC)c(OC)c1
  -11%	0%	-1%[9.22 µM]	1%	-4%	i	14%	-1	10%
- NC(=O)c1ccc(NC(=O)COC(=O)CCCc2c[nH]c3ccccc23)cc1
  0%	3%	-7%	nt	0%	i	-1%	20	2%
- Oc1cccc(/C=N/Nc2ncnc3c2ncn3Cc2ccccc2)c1
  6%	14%	-6%	59%[activator]	?	i	-23%	16	0%
- CCOC(=O)C1C(c2ccc(O)c(OC)c2)NC(=S)NC1(O)C(F)(F)F (stereo unspecified)
  -11%	1%	-12%	nt	1%	i	5%	5	9%
- Cc1onc(-c2ccccc2)c1C(O)c1ccc(F)cc1 (stereo unspecified)
  5%	-1%	4%	nt	1%	i	-2%	9	-2%
- O=c1[nH]cnc2c1ncn2[C@@H]1O[C@H](CO)[C@@H](O)[C@H]1O
  13%	0%	-11%	10%&32%	?	?	20%	3	?
- COc1ccc(-c2nc(CN(Cc3cnn(C)c3)C(C)C)c(C)o2)c(OC)c1
  -1%	4%	0%	5%	4%	i	8%	3	7%
- CC(=O)Nc1ccc2oc(-c3cc(F)c(F)cc3Cl)nc2c1
  10%	2%	-7%	12%	1%	i	-9%	0	-1%

(more compounds)
The line under a structure holds: KB-V1 cytotox	KB-3-1 tox	SW480 rereplic	ATXN2 expr inh	MCF10A rereplic	ATXN viability	HT1080 IDH1KD tx	IL1B secr inh	HT1080NT lethal
- CC(Nc1nc(=S)nc(Nc2ccc(F)cc2)[nH]1)c1ccccc1 (stereo unspecified)
  20%	-14%	26%	nt	3%	?	-20%	16	-6%
- COc1ccc(CNC(=O)c2cc3c(=O)n(C)c4ccccc4c3n2C)cc1
  0%	17%	nt	4%	nt	i	nt	nt	nt
- CCOC(=O)CCn1c(=O)c2c(nc(Br)n2Cc2ccccc2)n(C)c1=O
  -13%	2%	-10%	-6%	17%	i	-1%	12	-3%
- C/C(CC(=O)NC1CCCCC1)=N\NC(=O)Cc1ccc(-c2ccccc2)cc1
  7%	-4%	2%	-17%	-11%	?	14%	12	7%
- CCN(CC)S(=O)(=O)c1ccc(N2CCN(C)CC2)c(NC(=O)CN2C(=O)NC3(CCCCC3)C2=O)c1
  -20%	-2%	2%	nt	10%	i	1%	-16	3%
- O=C(Cc1cnc2ncnn2c1)N1CCc2c([nH]c3ccccc23)C1c1ccccn1 (stereo unspecified)
  -16%	-9%	3%	2%	8%	i	-2%	0	-13%
- O=C(CCC(=O)N1Cc2ccccc2Oc2ncccc21)Nc1ccc(Cl)cc1
  -7%	0%	nt	-22%	nt	i	nt	nt	nt
- CS(=O)(=O)Nc1ccc(S(=O)(=O)NCCc2ccccc2)cc1
  27%	7%	2%	-1%	0%	i	-6%	17	1%
- Cc1[nH]c2ccccc2c1/C=C(\C#N)C(=O)NCc1ccccc1
  11%	4%	3%	1%	8%	?	?	0	-15%
- Cc1c(Cl)cccc1NC(=S)NC1CC1
  21%	9%	-2%	2%	10%	i	6%	5	19%
- c1ccc(-c2nc(N3CCOCC3)cc(N3CCOCC3)n2)cc1
  -8%	-30%	-1%	-8%[11.3 µM]	5%	i	-4%	?	-10%
- Cc1c(Cc2ccccc2)[n+](=O)c2ccccc2n1[O-]
  -2%	10%	nt	nt	nt	i	-1%	5	-2%
- O=C(NNS(=O)(=O)c1ccccc1C(F)(F)F)c1cccc(S(=O)(=O)Nc2ccccc2Cl)c1
  -3%	-4%	-3%	-8%	9%	?	15%	25	7%
- CCC(=O)Nc1c(-c2ccc3ccccc3c2)nc2ccccn12
  -1%	-2%	42%	30%	-2%	?	-10%	0	-15%
- Cc1nnc(N2CCN(c3ccccc3F)CC2)c2c1nnn2Cc1ccccc1Cl
  0%	0%	nt	0%	nt	i	nt	nt	nt
- CC1=C(N2CCCCC2)CCC1=O
  19%	15%	-52%[inhibitor]	8%	-7%	i	0%	13	-3%
- CN(C)CCCN(Cc1cc2cc3c(cc2[nH]c1=O)OCO3)C(=S)NCc1ccco1
  3%	?	4%	-4%	27%	?	-11%	?	-2%
- Cn1cc(/C=C2\SC(=O)NC2=S)c2ccccc21
  0%	-16%	1%	-1%[11.3 µM]	0%	?	?	-16	?
- Cc1ccc(NC(=S)NNC(=O)c2ccco2)cc1
  -2%	-15%	2%	7%	1%	i	?	-6	8%
- COc1ccc(CCNC(=O)c2ccc(CNS(=O)(=O)c3ccc(C(C)(C)C)cc3)cc2)cc1OC
  ?	-2%	7%	-1%	3%	i	13%	-9	-7%
- O=C(NCCCN1CCOCC1)[C@@H]1CSC2c3ccccc3C(=O)N21 (stereo partly specified)
  21%	1%	-1%	-3%	-9%	i	7%	12	7%
- CCOC(=O)CNC(=O)CSc1ccc2nnc(-c3cccnc3)n2n1
  0%	?	-5%	-12%	0%	i	0%	23	3%
- CC(Cc1ccccc1)C(=O)N(C)Cc1cccnc1 (stereo unspecified)
  -7%	-8%	-2%	7%	-17%	i	26%	-1	?
- COc1ccc(N2CC(NC(=O)Nc3ccccc3)CC2=O)cc1 (stereo unspecified)
  -1%	5%	-13%	-6%	-1%	i	12%	28	12%
- CN(C)c1ccc(C(=O)c2ccc(N(C)C)c3ccccc23)cc1
  ?	0.092µM*	0.41µM*	64%[activator]	0.21µM*	i	0.026µM*	62	?
- O=C1OC(c2ccccc2)=NC12CC2c1ccc(Cl)cc1 (stereo unspecified)
  -19%	?	?	?	?	i	-25%	-20	-14%
- CC(=O)Oc1ccc(C(=O)Nc2cccc(C(=O)NC(C)(C)C)c2)cc1
  0%	-1%	0%	11%	2%	i	-27%	-19	?
- O=C1/C(=C/c2ccncc2)SC(=S)N1C1CCS(=O)(=O)C1 (stereo unspecified)
  ?	?	21%	-10%	21µM*	?	-29%	-92*	?
- COC(=O)C[C@H]1c2ccccc2S(=O)(=O)N1Cc1ccc(OC)cc1
  ?	-7%&7%	-10%	9%	-3%	i	0%	17	-1%
- CCCCc1c(-c2ccccc2OC)ncn1Cc1ccc(Cl)cc1
  21µM*	?	nt	?	nt	?	18µM*	?	?
- CCc1ccc(N2CC(O)(c3cccs3)[N+]3=C2SCCC3)cc1 (stereo unspecified)
  ?	-3%	36%	nt	?	i	?	-153*	-22%

Screens deposited in PubChem BioAssay by National Center for Advancing Translational Sciences (NCATS).
